From PubChem
SKKanGAS inh: inhibitors of SKKanGAS S. pyogenes growth in kanamycin (SK-promoter or general growth effect); BacTiter-Glo, 6 h; inhibition, % at 7.5 µM; 1.3% of 300,000 active;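 active = mean replicate score, as percent of positive control median, at least 50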;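 also: strain carries kanamycin resistance gene driven by streptokinase promoter and grows in 40 µg/ml kanamycin; loss of luminescence reflects streptokinase promoter inhibition or plain growth inhibition; 0% = median of DMSO wells and 100% = positive control at its reference dose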
RGS4 inh: human RGS4 inhibition; HEK293 M3R/RGS4 inducible, Fluo-4 calcium flux; active compounds read high; triggered by carbachol at its EC20; B-score at 10 µM; P49798; 0.45% of 310,000 active;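 active = B-score, a plate-corrected calcium signal, over three deviations above library mean, with baseline fluorescence within five deviations of library mean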;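 also: RGS4 expression induced by doxycycline in cells with stable M3 receptor; B-score is computed from the integrated fluorescence ratio over baseline after carbachol; higher B-score means a larger calcium signal and so more RGS4 inhibition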
Platelet DG rel: platelet dense granule release activity; human platelet-rich plasma, SFLLRN dense granule ATP release, luminescence; inhibition, %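 (compounds screened at 7.5 µM in platelet-rich plasma)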; 0.22% of 300,000 active; AID 1663;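 active = mean replicate score, as percent of positive control, at or above 50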
TRPC6 act: activators of mouse TRPC6 channel. Q61143. HEK293-TRPC6 membrane potential dye fluorescence; active compounds read high. B-score at 10 µM. 0.13% of 310,000 active;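 active = B-score of the integrated fluorescence ratio above library mean plus 3 SD, and starting fluorescence ratio within library mean plus 5 SD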;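 also: higher score means more depolarization so channel activation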
MrgX1 PAM: human MrgX1 positive allosteric modulation, primary screen; B-score at 10 µM; MrgX1-HEK293, Fluo-4 calcium flux, FDSS; active compounds read high; AID 588675; Q96LB2; 0.63% of 310,000 active;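 active = plate-corrected calcium response at least 3 library SD above typical, normal starting fluorescence, not activating the receptor alone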;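 also: compound read alongside a low EC10 to EC30 dose of BAM8-22 agonist; peak minus trough fluorescence over baseline measured at the second addition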
MrgX1 antag: blocks BAM8-22 activation of human MrgX1 receptor. Q96LB2. MRGX1-HEK293 calcium flux, Fluo-4, BAM8-22 antagonism; active compounds read low. B-score at 10 µM. 1.3% of 310,000 active;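 active = calcium-response B-score plate-corrected more than 3 library SD below zero, starting fluorescence within 5 deviations, no agonist response on first addition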;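 also: peak minus trough fluorescence over baseline after final BAM8-22 challenge near maximal dose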
HIF act: HIF pathway transcriptional activation. U2OS HRE-luciferase reporter, luminescence; normalized: DMSO 0%, desferrioxamine 100%. 0.32% of 300,000 active. activation, % at 7.5 µM (by protocol);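 active = mean activation of at least 10% of the iron chelator positive control signal, with at least half of replicates also reaching 10%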
TRPC6 inhibitor: inhibitors of mouse TRPC6 channel; Q61143; HEK293-TRPC6, membrane potential dye, ACh-evoked depolarization; active compounds read low; B-score at 10 µM; 1.1% of 310,000 active; AID 2553;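 active = B-score under library mean minus 3 SD, initial fluorescence not abnormally high, positive integrated signal ratio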;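 also: B-score derived from integrated fluorescence ratio over the kinetic read; more negative B-score means stronger inhibition of depolarization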
RGS4 act: RGS4 potentiation or activation; B-score at 10 µM; AID 463111; HEK293 M3R/inducible RGS4, carbachol calcium flux Fluo4; active compounds read low; 0.92% of 310,000 active;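 active = B-score of the integrated calcium signal more than 4 SD below the library mean, with starting fluorescence not abnormally high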;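 also: negative B-score means reduced calcium response which marks RGS4 activation or potentiation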
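Test system: HEK293 cells with stable M3R and inducible RGS4; also added: carbachol at ECmax as muscarinic agonist stimulus; schedule: dye loading 30 min 37 °C, buffer rest 30 min RT; technique: kinetic calcium fluorescence imaging with Fluo4-AM dye, 2 µM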
TRPC4 inh: TRPC4 (mouse) channel inhibition; Q9QUQ5; HEK293 TRPC4beta/mu-opioid, DAMGO-evoked Fluo4 calcium flux; active compounds read low; B-score at 10 µM; 0.39% of 300,000 active;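 active = B-score over 3 SD under the library average, no early fluorescence shift, positive overall ratio signal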
Target sequence (Q9QUQ5 whole entry, looked up): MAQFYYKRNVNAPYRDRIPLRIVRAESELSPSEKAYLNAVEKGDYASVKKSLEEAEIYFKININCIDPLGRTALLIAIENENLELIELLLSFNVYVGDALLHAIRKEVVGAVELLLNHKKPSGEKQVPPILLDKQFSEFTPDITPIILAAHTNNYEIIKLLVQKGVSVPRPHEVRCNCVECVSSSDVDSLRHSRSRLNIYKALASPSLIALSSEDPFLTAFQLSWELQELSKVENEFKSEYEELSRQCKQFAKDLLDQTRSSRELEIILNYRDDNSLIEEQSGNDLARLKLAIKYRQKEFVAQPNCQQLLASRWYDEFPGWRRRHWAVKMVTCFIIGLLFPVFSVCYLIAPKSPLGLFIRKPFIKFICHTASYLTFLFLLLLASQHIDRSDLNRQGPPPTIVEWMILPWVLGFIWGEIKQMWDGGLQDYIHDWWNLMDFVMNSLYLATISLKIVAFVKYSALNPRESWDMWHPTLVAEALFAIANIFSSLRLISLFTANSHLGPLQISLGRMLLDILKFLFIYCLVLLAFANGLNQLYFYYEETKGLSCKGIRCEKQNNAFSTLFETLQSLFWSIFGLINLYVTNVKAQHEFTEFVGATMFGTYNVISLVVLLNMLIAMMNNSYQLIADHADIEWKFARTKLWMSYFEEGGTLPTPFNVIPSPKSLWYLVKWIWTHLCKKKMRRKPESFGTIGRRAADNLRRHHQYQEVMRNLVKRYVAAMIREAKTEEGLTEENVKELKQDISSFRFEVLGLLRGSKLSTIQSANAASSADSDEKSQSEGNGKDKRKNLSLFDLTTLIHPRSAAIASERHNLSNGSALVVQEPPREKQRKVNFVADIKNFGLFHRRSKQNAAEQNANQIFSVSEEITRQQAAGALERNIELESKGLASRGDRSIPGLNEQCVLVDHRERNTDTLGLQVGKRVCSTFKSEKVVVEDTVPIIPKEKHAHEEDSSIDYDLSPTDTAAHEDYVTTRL
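Assay system: HEK293 cells with stable TRPC4beta plus mu-opioid receptor expression. Dosing: single dose. Measured by: Fluo4 Ca2+ flux fluorescence. Also added: DAMGO in two steps, submaximal then maximal. Read-out: B score from integrated Fluo4 fluorescence ratio.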
MrgX1 agonist: human MrgX1 receptor agonism, primary screen. Q96LB2. MrgX1-HEK293 cells, Fluo-4 calcium fluorescence, agonist mode; active compounds read high. B-score at 10 µM. 0.44% of 310,000 active. AID 588627;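 active = calcium response B-score plate-corrected fluorescence ratio at least 3 library SD, with starting fluorescence B-score inside 5 SD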
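times = overnight plating, then 30 min 37 °C plus 30 min room-temperature dye loading | assay system = stable human MrgX1 HEK293 cell line | input = fifteen thousand cells per well | signal = kinetic calcium dye fluorescence, Fluo-4 NW | dosing = compound delivered in addition one of three | read-out = B-scored fluorescence response ratio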
Active calls of the source: *; i = inactive; / = no result given.

entry | SMILES | SKKanGAS inh | RGS4 inh | Platelet DG rel | TRPC6 act | MrgX1 PAM | MrgX1 antag
1 | CN1CCN(c2nccc3c2ncn3C)CC1 | 0 | i | 1 | i | i | i
2 | CN1CCN(c2ccc(C=O)cc2)CC1 | -1 | i | -3 | i | i | i
3 | Cc1cccc(OCC(=O)N2CCN(Cc3ccncc3)CC2)c1 | 0 | i | -6 | i | i | i
4 | CCOP(=O)(OCC)C(CC)N1CCOCC1 (stereo not drawn) | -1 | i | 12 | i | i | i
5 | CC(=O)CC(=O)C1C(=O)N(C)C(=O)N(C)C1=O | -7 | i | 0 | i | i | i
6 | CCOP(=O)(OCC)C(O)c1ccc(OC)cc1 (stereo not drawn) | 1 | i | -14 | i | i | i
7 | Cc1ccc2c(CN3CC=C(c4ccccc4)CC3)cc(=O)oc2c1C | 6 | i | 6 | i | i | i
8 | COc1cccc(C(=O)N2CCC3(CC2)OCCO3)c1 | -8 | i | 3 | i | i | i
9 | CCC1(C(=O)c2ccc(C)cc2)C2c3ccccc3OC(=O)C21C(=O)O (stereo not drawn) | 0 | i | 3 | i | i | i
10 | CCC(CO)(C(=O)OC1C[N+]2(C)CCC1CC2)c1ccccc1 (stereo not drawn) | 5 | i | 0 | i | i | i
11 | CCc1ccc(NC2=NCCCS2)cc1 | -2 | i | 1 | i | i | i
12 | CC/C(=N\N1CCCCCC1)c1c(O)n(-c2ccccc2C)c(=O)[nH]c1=O | -3 | i | 0 | i | i | i

entry | HIF act | TRPC6 inhibitor | RGS4 act | TRPC4 inh | MrgX1 agonist
1 | -0.2 | i | i | i | i
2 | 0.0 | i | i | i | i
3 | -0.2 | i | i | i | i
4 | -0.3 | i | i | i | i
5 | 0.3 | i | i | i | i
6 | -0.2 | i | i | i | i
7 | 0.8 | i | i | i | i
8 | -0.9 | i | i | i | i
9 | -0.3 | i | i | i | i
10 | -0.4 | -11* | -8.9* | i | i
11 | -0.4 | i | i | i | i
12 | -0.6 | i | i | i | i

A different layout for some results above:
no. | canonical_smiles | SKKanGAS inh | RGS4 inh | Platelet DG rel | TRPC6 act | MrgX1 PAM | MrgX1 antag | HIF act | TRPC6 inhibitor | RGS4 act | TRPC4 inh | MrgX1 agonist
1 | CN1CCN(c2nccc3c2ncn3C)CC1 | 0 | i | 1 | i | i | i | -0.2 | i | i | i | i
2 | CN1CCN(c2ccc(C=O)cc2)CC1 | -1 | i | -3 | i | i | i | 0.0 | i | i | i | i

Gathered by group, the entries above containing four or more nitrogen atoms.
entry | SMILES | SKKanGAS inh | RGS4 inh | Platelet DG rel | TRPC6 act | MrgX1 PAM | MrgX1 antag
1 | CN1CCN(c2nccc3c2ncn3C)CC1 | 0 | i | 1 | i | i | i
12 | CC/C(=N\N1CCCCCC1)c1c(O)n(-c2ccccc2C)c(=O)[nH]c1=O | -3 | i | 0 | i | i | i

entry | HIF act | TRPC6 inhibitor | RGS4 act | TRPC4 inh | MrgX1 agonist
1 | -0.2 | i | i | i | i
12 | -0.6 | i | i | i | i

Following part.
entry | SMILES | SKKanGAS inh | RGS4 inh | Platelet DG rel | TRPC6 act | MrgX1 PAM | MrgX1 antag
13 | CC(=O)c1ccc(OC(NC(=O)Cc2ccccc2)C(Cl)(Cl)Cl)cc1 (stereo not drawn) | 4 | i | 4 | i | i | i
14 | CCOc1cc(-c2nc3c(C)cccn3c2NCC2CCCO2)ccc1O (stereo not drawn) | -3 | i | -5 | i | i | i
15 | CN(C)c1ccc(/C=C2\CC3C4CC=C5CC(O)CCC5(C)C4CCC3(C)C2=O)cc1 (stereo not drawn) | 25 | i | -16 | i | i | i
16 | CC(C)CCn1c(N)c(C(=O)OCC2CCCO2)c2nc3ccccc3nc21 (stereo not drawn) | 8 | i | -3 | i | i | i
17 | CC(CO)(CO)N=Cc1c(O)n(-c2cccc3ccccc23)c(=O)[nH]c1=O | 16 | i | -6 | i | i | i
18 | CCn1c(O)c(N=Nc2ccc(S(=O)(=O)N3CCOCC3)cc2)c(=O)n(CC)c1=S | 12 | i | 9 | i | i | i
19 | CC(=NCc1ccc2c(c1)OCO2)c1c(O)n(C)c(=O)n(C)c1=O | 1 | i | 6 | i | i | i

entry | HIF act | TRPC6 inhibitor | RGS4 act | TRPC4 inh | MrgX1 agonist
13 | / | i | i | i | i
14 | 0.3 | i | i | i | i
15 | 0.2 | i | i | i | i
16 | -0.3 | i | i | i | i
17 | -30 | i | i | i | i
18 | -0.6 | i | i | i | i
19 | 0.2 | i | i | i | i

Structural class, the compounds so far containing an aryl methoxy group
entry | SMILES | SKKanGAS inh | RGS4 inh | Platelet DG rel | TRPC6 act | MrgX1 PAM | MrgX1 antag
6 | CCOP(=O)(OCC)C(O)c1ccc(OC)cc1 (stereo not drawn) | 1 | i | -14 | i | i | i
8 | COc1cccc(C(=O)N2CCC3(CC2)OCCO3)c1 | -8 | i | 3 | i | i | i

entry | HIF act | TRPC6 inhibitor | RGS4 act | TRPC4 inh | MrgX1 agonist
6 | -0.2 | i | i | i | i
8 | -0.9 | i | i | i | i

As entered above.
Entry for CCOc1cc(-c2nc3c(C)cccn3c2NCC2CCCO2)ccc1O (stereo not drawn) under SKKanGAS inh: -3
Entry for CC(=O)c1ccc(OC(NC(=O)Cc2ccccc2)C(Cl)(Cl)Cl)cc1 (stereo not drawn) under SKKanGAS inh: 4

Not all compounds are listed, so the mix of outcomes need not match the whole.
